High-throughput results as filed in PubChem BioAssay.
pCIP destab = compounds decreasing mouse p/CIP protein stability; F442A p/CIP-EGFP cells, EGFP fluorescence, 16 h; decrease of EGFP signal, % at 10 µM; 0.01% of 290,000 active; AID 1984;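 active = EGFP signal decrease of at least 30% at 10 µM or well 3 SD below plate mean, unless failing retest; inactive = the rest, including hits failing retest or dose response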; also: some compounds called inactive have numbers as strong as hits; many of its hits are not listed in these tables
MEKK2wt PB1 HTS = raises or lowers MEK5 binding to wildtype human MEKK2 PB1 domain; Q9Y2U5; bead flow cytometry, Alexa488-MEK5 binding to MEKK2 WT; actives lie on both sides; binding response (% of control), % at 10 µM; 1.1% of 290,000 active; AID 1531; in the data active = binding response below about 67% or above about 130%
M18AAP inhibitor = blocks P. falciparum M18 aspartyl aminopeptidase; recombinant PfM18AAP, H-Glu-NHMec fluorogenic cleavage; 1.2% of 290,000 active; inhibition, % at 7.35 µM; AID 1822;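 active = inhibition above the campaign mean inhibition over all tested compounds plus 3 SD, cut at about 28% in these data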;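 also: 0% = plate median of test compound wells and 100% = 2 mM ZnCl2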
MEKK3 PB1 HTS = raises or lowers MEK5 binding to the human MEKK3 PB1 domain. Q99759. bead-based flow cytometry, Alexa488-MEK5 binding to MEKK3; actives lie on both sides; 0 = blocked by unlabeled MEK5, 100 = vehicle. binding response (% of control), % at 10 µM. 1.4% of 290,000 active;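 active = binding response more than 3 SD above or below the average of its plate-row segment, actives on both sides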;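 also: Alexa488 bead fluorescence after subtracting the streptavidin-only scavenger bead signal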
Target sequence (Q99759 whole entry, looked up, the tested form may be a part): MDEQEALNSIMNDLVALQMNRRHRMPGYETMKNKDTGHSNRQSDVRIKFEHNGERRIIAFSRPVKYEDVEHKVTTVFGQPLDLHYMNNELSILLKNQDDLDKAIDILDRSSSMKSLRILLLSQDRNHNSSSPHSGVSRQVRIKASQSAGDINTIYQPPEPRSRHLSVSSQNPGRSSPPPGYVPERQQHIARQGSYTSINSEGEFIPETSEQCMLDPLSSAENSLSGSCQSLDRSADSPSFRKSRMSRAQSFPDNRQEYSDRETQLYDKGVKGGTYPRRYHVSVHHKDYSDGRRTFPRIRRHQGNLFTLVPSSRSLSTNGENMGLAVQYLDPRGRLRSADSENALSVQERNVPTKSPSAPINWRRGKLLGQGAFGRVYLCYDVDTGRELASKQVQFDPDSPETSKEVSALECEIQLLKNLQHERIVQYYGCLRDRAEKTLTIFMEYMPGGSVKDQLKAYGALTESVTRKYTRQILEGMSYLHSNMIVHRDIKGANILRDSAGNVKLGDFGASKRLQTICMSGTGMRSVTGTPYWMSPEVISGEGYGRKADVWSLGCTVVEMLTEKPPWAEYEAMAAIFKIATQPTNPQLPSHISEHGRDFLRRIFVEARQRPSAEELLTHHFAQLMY
IDE inh = inhibits human insulin-degrading enzyme in HEK cells; P14735; FAbetaB cleavage, fluorescence polarization; inhibition, % at 5.59 µM; 0.41% of 320,000 active; AID 434962;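 active = percent inhibition above the average of all tested compounds plus 3 SD, set per screening campaign, cut at about 16% in these data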;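 also: IDE supplied by intact live HEK cells; FP after avidin binding of uncleaved biotin substrate so inhibition keeps polarization high; 0% = DMSO wells and 100% = 60 µM reference IDE inhibitor Ii1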
NALP1 inh = NALP1 inhibition; S. cerevisiae NALP1/ASC/caspase-1 growth, X-gal OD620, 72 h; inhibition, % at 10 µM; 0.61% of 280,000 active; AID 2071; in the data active = inhibition mostly above about 24%, no sharp cut-off; inactive = mostly below about 32%; also: some compounds called inactive have numbers as strong as hits
IDE cell activ = activators of human insulin-degrading enzyme in cells; P14735; activation, % at 5.96 µM; HEK cells, FAbeta-B cleavage, fluorescence polarization; 0% vehicle, 100% cell-free pure enzyme wells; 0.073% of 340,000 active;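 active = activation above the mean of all tested compounds plus 3 SD, set per screening campaign, cut at about 17% in these data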
MEKK2mut PB1 HTS = signal of MEK5 binding to mutant human MEKK2 PB1 domain | percent response, % at 10 µM | bead flow cytometry, Alexa488-MEK5 binding to MEKK2 mutant | 0.35% of 290,000 active; in the data active = percent response above about 24%, passing the limit was not always enough; also: inactives centre near 1; some results filed as inactive read as strong as hits; reference of the scale not given here
SUMO HTRF inh = inhibitors of human SUMOylation (UBC9). P63279. inhibition, % at 35 µM. 0.36% of 290,000 active. AID 2006. HTRF SUMOylation assay, SAE1/SAE2 + UBC9, in vitro; in the data active = inhibition above about 50%, passing the limit was not always enough; also: strong numbers were not always called active
Target sequence (P63279 whole entry, looked up): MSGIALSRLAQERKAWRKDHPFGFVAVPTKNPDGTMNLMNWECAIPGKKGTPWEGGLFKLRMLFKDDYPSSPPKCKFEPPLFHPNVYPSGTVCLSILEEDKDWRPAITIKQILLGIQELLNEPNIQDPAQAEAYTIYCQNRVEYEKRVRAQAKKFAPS
The depositor's hits bear a star; . = no result given; & = joins results of further samples. Not all compounds are listed, so the mix of outcomes need not match the whole.

SMILES | pCIP destab | MEKK2wt PB1 HTS | M18AAP inhibitor | MEKK3 PB1 HTS | IDE inh | NALP1 inh | IDE cell activ | MEKK2mut PB1 HTS | SUMO HTRF inh
CSc1ccc(S(=O)(=O)N2CCCC2)cc1 | 3 | 100 | -4 | 96 | -4 | 2 | 5 | -3 | -5
Cc1onc(-c2ccccc2)c1C(=O)OCCOc1ccc([N+](=O)[O-])cc1[N+](=O)[O-] | -10 | 105 | -10 | 109 | 0 | 7 | 2 | 4 | -5
COc1cccc(-c2csc(N3CCN(Cc4ccccc4)CC3)n2)c1 | -11 | 109 | -1 | 103 | 4 | 20 | -7 | 13 | 29
O=C(NCC1CC1)c1onc(CSc2ccccc2)c1C(=O)NCC1CC1 | . | 95 | . | 97 | 13 | . | 0 | 2 | .
OCCNCCCCOc1ccc(F)cc1 | -15 | 106 | -2 | 102 | 2 | 6 | 3 | 9 | 8
C#CCn1cc(/C=N/NC(=O)COc2cccc3cccnc23)c2ccccc21 | -16 | 91 | 1 | 90 | 0 | 17 | 6 | -2 | 17
CCc1c(C)nc2c(C#N)c(C)[nH]n2c1=O | 0 | 100 | 2 | 97 | 5 | -3 | 6 | 0 | 25
O=C(c1ccc(Cl)cc1)N1CCCCC(Cl)C1=O (stereo unspecified) | 4 | 98 | -3 | 105 | 1 | 19 | 6 | -6 | -3
CCC(C)C(=O)Nc1nnc(SCC(=O)NC2CCCCC2)s1 (stereo unspecified) | -4 | 101 | -5 | 101 | 4 | -2 | -1 | -2 | -7
O=C(NC(=S)N(CC1CCC1)CC1CCCO1)c1cccc([N+](=O)[O-])c1 (stereo unspecified) | -14 | 94 | -4 | 102 | -2 | -56 | 1 | -10 | 15
O=C(CN1C(=O)c2ccccc2S1(=O)=O)N1CCc2ccccc2C1 | -5 | 109 | 3 | 106 | 0 | . | 5 | 13 | 6
COc1cccc(C2C(C(=O)c3cccs3)=C(O)C(=O)N2CCN2CCOCC2)c1 (stereo unspecified) | -3 | 99 | 8 | 102 | 1 | -9 | -3 | 1 | 13
CC(=O)c1cccc(N(CC(=O)Nc2ccccc2F)S(C)(=O)=O)c1 | 0 | 106 | 1 | 102 | -4 | -19 | 6 | 3 | 6
CCOc1ccc(-n2cc(-c3ccccc3)c3c(=S)nc[nH]c32)cc1 | -3 | 94 | 1 | 102 | 0 | -3 | 0 | 2 | 2
CCO/C=C1/C(=O)N(C)C(=O)c2cc(OC)ccc21 | -10 | 110 | 4 | 109 | 0 | -5 | 0 | 11 | 16
Cc1ccc2c(c1)-c1nc3ccccc3cc1C2=NC1CCCCC1 | -2 | 105 | 1 | 103 | -4 | 7 | 5 | 8 | 27
CCSc1nc(NCCN(C)C)c2c3c(sc2n1)COC(C)(CC)C3 (stereo unspecified) | -5 | 135 | 3 | 120 | 2 | 20 | -4 | 21 | 5
CCN(CC)Cc1c(O)ccc2c(=O)c(-c3ccccc3Cl)coc12 | 0 | 102 | -8 | 104 | 0 | 12 | 4 | 25* | 37
CCCC1=C(C(=O)OCC)C(c2ccc(F)cc2)n2ncnc2N1 (stereo unspecified) | -2 | 96 | 5 | 94 | 3 | 3 | 5 | -2 | 12
CC(C)(C)NC(=O)N1CCCC(C(=O)c2cccc(Cl)c2)C1 (stereo unspecified) | 13 | 101 | 3 | 102 | -1 | 2 | 2 | 4 | -3
Cn1cc(S(=O)(=O)Nc2cccc(F)c2)c(=O)n(C)c1=O | -5 | 114 | -4 | 111 | 8 | 21 | 1 | 7 | 7
COc1ccc(-c2nc(CS(=O)CC(=O)NCc3ccco3)c(C)o2)cc1 (stereo unspecified) | -3 | 105 | 7 | 105 | 1 | 3 | -3 | 7 | 0
CN(Cc1cnccn1)C(=O)CC1C(=O)NCCN1Cc1cccc(F)c1 (stereo unspecified) | -4 | 110 | 5 | 107 | 2 | -12 | 4 | 8 | 7
C/C(=N\Nc1ccccc1Cl)c1ccc(-n2ccnc2)cc1 | 14 | 97 | 2 | 98 | 6 | -3 | 5 | -2 | 8
Cn1c(Cl)c(C(=O)Nc2ccc(Cl)cc2)c2ccccc21 | 4 | 105 | 0 | 104 | -2 | 5 | 1 | 2 | 3
Cc1noc(C)c1S(=O)(=O)N1CCCC(C(=O)N2CCc3ccccc3C2)C1 (stereo unspecified) | -2 | 80 | -8 | 78 | 2 | 16 | 2 | -7 | -5
CC(=O)c1cccc(-n2nnnc2SCC(=O)NNC(=O)C2CCCCC2)c1 | 4 | 88 | -7 | 76 | -4 | 5 | 6 | -2 | 2
Cc1ccsc1/C=N/NC(=O)c1ccc(-n2cccc2)cc1 | 5 | 92 | 8 | 95 | 2 | 2 | -2 | -9 | 23
CC(=O)Nc1ccc(S(=O)(=O)Nc2cccc(NC(=O)C(C)(C)C)c2)cc1 | -11 | 99 | -4 | 95 | 0 | 30 | 7 | -3 | 4
N#Cc1ccc[n+](CC(=O)c2ccc(Cl)cc2)c1 | -17 | 102 | 1 | 103 | 0 | . | 2 | 3 | 11
c1ccc2c(c1)nc(Nc1ccc(N3CCCCC3)cc1)c1nncn12 | -17 | -4.0* | 3 | 99 | -3 | 12 | 2 | 2 | -8
Nc1c(-c2ccc(F)cc2)cnc2ncnn12 | -4 | 102 | 1 | 99 | -4 | 13 | 1 | 1 | -9
CC(=O)NS(=O)(=O)c1ccc(NC(=O)NC2CCCCC2)cc1 | 10 | 101 | -3 | 99 | -2 | 11 | -3 | -2 | -5
CC(OC(=O)c1cc(=O)[nH]c2ccccc12)c1ccccc1 (stereo unspecified) | 6 | 101 | -9 | 102 | -3 | 7 | -3 | 0 | 9
Nc1ccc(S(=O)(=O)N2CCCC2)cc1Cl | -2 | 90 | -15 | 91 | -1 | 28 | 9 | -14 | 22
CC(C)CNC(=O)NC(=O)COc1ccc(C=O)cc1 | -4 | . | 0 | . | 6 | . | 5 | . | 9
Cc1c(O)nc2ccccn2c1=O | -5 | 94 | -12 | 97 | 4 | 4 | . | -6 | 27
CCc1nn(-c2ccccc2)c(N)c1-c1ccc(OC)c(OC)c1 | 0 | 100 | -1 | 103 | 1 | 29 | 3 | 6 | -9
COc1ccc(CC(=O)OCC(=O)N2CCCC(C)C2)cc1 (stereo unspecified) | -3 | 102 | -6 | 98 | -1 | 13 | -2 | -6 | 0
O=C(CCS(=O)(=O)c1ccc(Br)s1)NCc1ccccc1 | -2 | 85 | -3 | 86 | -4 | 9 | 2 | -8 | 10
CC(=O)c1sc(-c2ccccn2)nc1C | 0 | 104 | 6 | 104 | -1 | 7 | . | 7 | 7
CSc1cccc(NC(=O)N2CCc3ccc(NC(=O)c4ccccn4)cc3C2)c1 | -2 | 108 | 14 | 104 | 2 | 22 | -1 | 3 | -2
COc1ccc(NC(=S)N/N=C2\CC(C)(C)Oc3ccc(O)cc32)cc1 | -4 | 106 | 1 | 100 | -1 | -4 | -2 | -3 | -18
Cc1cc(NS(=O)(=O)c2ccc(NC(=O)c3ccco3)cc2)nc(C)n1 | -3 | 103 | 6 | 105 | 0 | 4 | 1 | 1 | -3
Cc1ccc(-c2cc3cccc[n+]3cc2-c2ccc(C)cc2)cc1 | -24 | 101 | -13 | 99 | 6 | 4 | 0 | -1 | 13

Laid out differently: entries from further up.
Molecule	pCIP destab	MEKK2wt PB1 HTS	M18AAP inhibitor	MEKK3 PB1 HTS	IDE inh	NALP1 inh	IDE cell activ	MEKK2mut PB1 HTS	SUMO HTRF inh
c1ccc2c(c1)nc(Nc1ccc(N3CCCCC3)cc1)c1nncn12	-17	-4.0*	3	99	-3	12	2	2	-8
CC(OC(=O)c1cc(=O)[nH]c2ccccc12)c1ccccc1 (stereo unspecified)	6	101	-9	102	-3	7	-3	0	9

Structures listed so far that contain a cyano group:
SMILES | pCIP destab | MEKK2wt PB1 HTS | M18AAP inhibitor | MEKK3 PB1 HTS | IDE inh | NALP1 inh | IDE cell activ | MEKK2mut PB1 HTS | SUMO HTRF inh
CCc1c(C)nc2c(C#N)c(C)[nH]n2c1=O | 0 | 100 | 2 | 97 | 5 | -3 | 6 | 0 | 25
N#Cc1ccc[n+](CC(=O)c2ccc(Cl)cc2)c1 | -17 | 102 | 1 | 103 | 0 | . | 2 | 3 | 11

(continued)
SMILES | pCIP destab | MEKK2wt PB1 HTS | M18AAP inhibitor | MEKK3 PB1 HTS | IDE inh | NALP1 inh | IDE cell activ | MEKK2mut PB1 HTS | SUMO HTRF inh
COc1ccccc1CC1(C)NC(=O)N(CC(=O)Nc2cc(C)on2)C1=O (stereo unspecified) | -9 | 100 | 8 | 103 | -5 | 4 | 1 | 3 | 12
Cc1cccc(N2CCN(C(=S)c3ccccc3)CC2)c1 | -1 | 107 | 7 | 93 | -1 | -21 | 5 | 7 | 8
O=C(N/N=C\c1ccc(Cl)s1)c1cccs1 | 1 | 103 | -19 | 102 | -1 | -2 | 2 | 4 | 11
CC(=O)Oc1ccccc1C(=O)Nc1ncc([N+](=O)[O-])s1 | -22 | 104&105 | 36* | 105&101 | 3 | -4 | . | 1&3 | 1
c1ccc(CSc2nnc(Cc3ccccc3)o2)cc1 | 1 | 97 | 15 | 97 | 15 | 9 | -3 | -5 | 4
NC(=S)N/N=C/c1coc2ccc(F)cc2c1=O | -16 | 93 | 18 | 102 | 4 | . | . | -2 | 1
N#Cc1c(-c2ccccc2)nc(SCC(=O)Nc2ccc(OC(F)(F)Cl)cc2)[nH]c1=O | -9 | 98 | -3 | 101 | 5 | -9 | 7 | 0 | 23
S=c1oc(-c2ccncc2)nn1CCc1ccncc1 | 0 | 108 | 5 | 101 | -3 | 3 | -1 | 4 | 5
CCOc1ccc(NC(=S)NC23CC4CC(CC(C4)C2)C3)cc1 | 3 | 102 | -9 | 104 | 4 | 9 | 3 | 0 | 0
O=S1(=O)CCOCCCN1Cc1ccccc1 | -10 | 101 | 5 | 103 | 5 | 16 | -4 | -4 | 3
COc1ccc(-c2cc(C(F)(F)F)nc(SCC(=O)Nc3ccc4c(c3)OCO4)n2)cc1OC | -24 | 102 | -5 | 104 | 0 | 32 | 7 | 2 | 8
CC1CN(C(=O)c2cccc(Oc3ccccc3)c2)CC(C)O1 (stereo unspecified) | 1 | 107 | 3 | 101 | 3 | -1 | 0 | 5 | -12
CCn1cc(CN2CCC(C(=O)Nc3cccc(-c4cccc(OC)c4)c3)CC2)cn1 | -34 | 102 | -7 | 98 | -1 | 3 | 1 | 2 | 8
COc1cccc(CNC(=O)CCC2CCCN(c3cc(C)nc(N(C)C)n3)C2)c1 (stereo unspecified) | -1 | 97 | -4 | 99 | -5 | -9 | 2 | -10 | 6
O=C(CNC(=S)N(CCCN1CCOCC1)Cc1cccs1)NCc1ccccc1Cl | -1 | 106 | 11 | 104 | 6 | -8 | -1 | 10 | .
Cc1ccc(S(=O)(=O)N(CC(=O)N2CCN(c3ccc(F)cc3)CC2)C2CCCCC2)cc1 | -27 | 89 | 5 | 101 | 6 | 6 | 1 | -4 | -5
CCCC(=O)N(CCN1CCOCC1)c1nc2c(C)ccc(C)c2s1 | 0 | 101 | 0 | 96 | 5 | 18 | 3 | 0 | -6

Structural class: those above with a furan ring, fused or not.
SMILES | pCIP destab | MEKK2wt PB1 HTS | M18AAP inhibitor | MEKK3 PB1 HTS | IDE inh | NALP1 inh | IDE cell activ | MEKK2mut PB1 HTS | SUMO HTRF inh
COc1ccc(-c2nc(CS(=O)CC(=O)NCc3ccco3)c(C)o2)cc1 (stereo unspecified) | -3 | 105 | 7 | 105 | 1 | 3 | -3 | 7 | 0
Cc1cc(NS(=O)(=O)c2ccc(NC(=O)c3ccco3)cc2)nc(C)n1 | -3 | 103 | 6 | 105 | 0 | 4 | 1 | 1 | -3
